Neddyl block: inhibitors of human cullin neddylation; P61081+Q13564; TR-FRET cullin neddylation, biochemical; calls only at 25 µM; 360,000 compounds, 0.58% hits; AID 651699; in the data active = inhibition above about 36%
eLon inh: E. coli protease La inhibition; P0A9M0; purified E. coli Lon protease, fluorescence polarization; inhibition, % at 7.94 µM; 360,000 compounds, 0.42% hits; AID 602123; in the data active = inhibition above about 13%, passing the limit was not always enough;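 note: 0% = enzyme with probe and DMSO and 100% = no enzyme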
Target sequence (P0A9M0 whole entry, looked up): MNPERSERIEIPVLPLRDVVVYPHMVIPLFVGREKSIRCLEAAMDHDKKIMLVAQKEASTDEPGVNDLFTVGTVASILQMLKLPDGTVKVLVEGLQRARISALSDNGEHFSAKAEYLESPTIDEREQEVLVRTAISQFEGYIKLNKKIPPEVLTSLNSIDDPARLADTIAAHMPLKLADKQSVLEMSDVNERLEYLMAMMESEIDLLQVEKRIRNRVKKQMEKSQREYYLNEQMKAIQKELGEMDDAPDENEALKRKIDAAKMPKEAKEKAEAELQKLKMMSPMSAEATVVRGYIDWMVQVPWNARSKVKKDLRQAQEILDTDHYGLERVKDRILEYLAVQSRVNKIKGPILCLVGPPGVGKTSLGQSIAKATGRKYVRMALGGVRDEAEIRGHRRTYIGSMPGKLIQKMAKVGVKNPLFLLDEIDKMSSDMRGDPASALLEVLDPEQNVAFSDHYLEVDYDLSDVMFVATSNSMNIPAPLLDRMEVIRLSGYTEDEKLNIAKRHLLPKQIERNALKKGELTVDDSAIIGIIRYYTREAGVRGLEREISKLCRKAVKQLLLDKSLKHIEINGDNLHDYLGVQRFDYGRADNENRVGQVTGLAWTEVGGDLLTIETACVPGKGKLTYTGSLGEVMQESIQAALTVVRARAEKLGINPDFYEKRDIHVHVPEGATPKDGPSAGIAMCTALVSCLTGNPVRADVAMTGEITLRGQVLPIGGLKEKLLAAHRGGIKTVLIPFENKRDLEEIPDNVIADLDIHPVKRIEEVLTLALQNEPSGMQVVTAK
Rin1 Abl inh: inhibitors of human Rin1-Abl protein interaction. inhibition, % at 7.35 µM. 360,000 compounds, 0.4% hits. TR-FRET Rin1/Abl binding, biochemical. P00519+Q13671; in the data active = inhibition above about 5%, passing the limit was not always enough
MT1-MMP act inh: blocks activation of human MT1-MMP. 360,000 compounds, 0.061% hits. GFP/RFP ratio change, % at 20 µM. HT1080 RFP-PRO-GFP cells, GFP/RFP ratio fluorescence, overnight; percent of plate control window, DMSO zero. P50281;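 active = GFP/RFP ratio change of at least 30% with cell ATP level not reduced by more than half and red fluorescence within 50% of control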; note: strong numbers were not always called active
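Assay system – RFP-PRO-GFP reporter HT1080 cells · Compound dosing – single dose of 20 µM compound, 1% DMSO final · Incubation – overnight compound exposure at 37 °C · Measure – GFP/RFP fluorescence ratio · Benchmarks – DMSO wells and RFP-L50D-GFP cells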
MsrA act: activators of bovine methionine sulfoxide reductase A. AID 602163. purified bovine MsrA, absorbance read-out. 360,000 compounds, 0.3% hits. activation, % at 10.6 µM; in the data active = activation above about 7.5%;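 note: 0% = vehicle and 100% = reference activator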
CendR NRP1 mod: NRP-1/CendR interaction modulation. FAM-RPARPAR peptide binding to NRP-1, fluorescence polarization. O14786. inhibition, % at 25 µM. 360,000 compounds, 0.85% hits;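 active = inhibition or corrected inhibition above about 18%, plus a signal ratio from 0.5 to 1.5, limit read from the data, passing the limit was not always enough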; note: strong numbers were not always called active
FAS TE block: inhibitors of human fatty acid synthase thioesterase domain; recombinant FAS-TE, OMFH fluorogenic substrate, fluorescence endpoint; inhibition, % at 15 µM; 360,000 compounds, 0.67% hits;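 active = compounds whose normalised, plate-corrected inhibition of enzyme fluorescence in the single-dose primary screen is 50% or more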;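 note: 0% = DMSO with enzyme and 100% = substrate without enzyme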
MLLE-PAM2 inh: blocks PAM2 peptide binding to the PABP1 MLLE domain. GST-MLLE / FITC-PAM2 fluorescence polarization. P11940. 360,000 compounds, 0.36% hits. AID 588489. inhibition, % at 20 µM; in the data active = inhibition above about 35%, passing the limit was not always enough;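 note: plate controls were DMSO wells with GST-MLLE for no effect and wells lacking GST-MLLE protein for full effect; some results filed as inactive read as strong as hits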
SKN-1 block: blocks SKN-1 activity in C. elegans. 360,000 compounds, 0.49% hits. inhibition, % at 21.8 µM. C. elegans VP596 Pgst-4::GFP/RFP ratio, acrylamide-induced, 24 h;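 active = interference check ratio from 0.5 to 1.5 plus GFP to RFP signal ratio inhibition reaching or exceeding a fixed threshold, cut at about 30% in these data, passing the limit was not always enough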; note: some compounds called inactive have numbers as strong as hits
Numbers without * were called inactive; i = inactive; x = no result given.

SMILES	Neddyl block	eLon inh	Rin1 Abl inh	MT1-MMP act inh	MsrA act	CendR NRP1 mod	FAS TE block	MLLE-PAM2 inh	SKN-1 block
CCOC(=O)N1CCN(C(=O)c2c(-c3ccccc3Cl)noc2C)CC1	i	-2	0	-1	-9	-13	-3	3	-1
COc1ccc(-n2c(C)c([N+](=O)[O-])c3ccc(O)c(CN4CCCCC4)c32)cc1	i	5	-6	-19	-3	10	18	3	24
CC(C)(C)NC(=O)CN(C(=O)CCN1CCCc2ccccc21)C(C)(C)C	i	9	-2	-24	-1	-9	-7	54*	40*
Cc1c(Br)c([N+](=O)[O-])nn1CC(=O)Nc1sc2c(c1C(=O)OC(C)C)CCCC2	i	4	4	1	-3	8	0	29	32
Cc1nnc(-c2cnn(C)c2N)n1Cc1ccccc1	i	1	2	-3	-3	6	-6	-1	23
COC(=O)c1cc(=O)n(C2CC2)c(=NC2CC2)s1	i	-12	0	-2	-11	2	-4	19	10
CC(=O)NC(C)c1nc2ccccc2n1C(C)C (centres undefined)	i	-13	-1	4	0	-3	-9	0	7
CC1(C(=O)Nc2cccc(OC(F)(F)F)c2)Cc2c(-c3ccc(C(N)=O)cc3)ccnc2O1 (centres undefined)	i	3	-6	-3	-3	2	11	-3	9
CNC[C@H]1Oc2c(NC(=O)c3ccc(-c4nccs4)cc3)cccc2C(=O)N([C@@H](C)CO)C[C@@H]1C	i	-12	0	-2	4	0	-8	-1	3
Cn1ccc(C(=O)Oc2ccc(C(=O)Nc3ccc(F)cc3F)cc2)n1	i	-4	-2	0	-4	-12	-2	4	7
CNC(=S)NC1(C)CCS(=O)(=O)C1 (centres undefined)	i	-6	0	0	-11	-4	-6	-9	-5
CCOc1ccc(Br)cc1C(=S)N1CCCC1	i	-17	-4	3	0	-1	-2	-8	9
CC(Sc1cccc[n+]1[O-])C(=O)Nc1cc(Cl)c(Cl)cc1Cl (centres undefined)	i	-5	-1	1	-8	6	-9	-6	-3
Cc1cccc(-n2ncc3c2CCCC3NC(=O)C2CCOCC2)c1C (centres undefined)	i	-1	4	-1	-1	8	-8	0	-9
CN(C(=O)C1CCCCC1)C1(C)CCS(=O)(=O)C1 (centres undefined)	i	-16	-1	2	-2	-6	-4	2	14

The list goes on (2 carried over from the part before).
SMILES	Neddyl block	eLon inh	Rin1 Abl inh	MT1-MMP act inh	MsrA act	CendR NRP1 mod	FAS TE block	MLLE-PAM2 inh	SKN-1 block
Cc1cccc(-n2ncc3c2CCCC3NC(=O)C2CCOCC2)c1C (centres undefined)	i	-1	4	-1	-1	8	-8	0	-9
CN(C(=O)C1CCCCC1)C1(C)CCS(=O)(=O)C1 (centres undefined)	i	-16	-1	2	-2	-6	-4	2	14
O=C1CC(C(=O)Nc2ncccn2)C(c2ccccc2)O1 (centres undefined)	i	-2	0	-1	-2	4	-8	-1	21
CCOc1ccccc1C(=O)NC1CC2CCCC(C1)N2C1CC1 (centres undefined)	i	1	3	0	1	13	-6	-8	-3
COc1ccc(CC(=O)N2CC(C)CC(C)C2)cc1OC (centres undefined)	i	-7	1	-1	-2	7	-7	17	12
CC(=O)c1cccc(NC(=O)N2C3CCC2CC(NC(=O)Nc2ccccc2)C3)c1 (centres undefined)	i	-8	-3	4	-4	11	-8	-1	3
CC(C)NS(=O)(=O)c1ccc(OCC(=O)NCCC2=CCCCC2)cc1	i	-5	0	2	-1	-4	4	1	-22
CCS(=O)(=O)N1CCC(NC(C)=O)(c2ccccc2)CC1	i	-5	-4	-1	-5	-8	-6	3	4
CC(=O)Nc1ccc(S(=O)(=O)Nc2cccc3[nH]ncc23)cc1	i	-5	-2	-3	-3	-4	-2	1	2
COc1ccc(OC)c(N(CC(=O)Nc2cccc(C(F)(F)F)c2)S(C)(=O)=O)c1	i	-1	0	-4	0	17	3	11	2
CC(C)(C)c1csc(N(CCC#N)CCC#N)n1	i	-5	1	-3	-9	5	-2	-5	-2
O=C1C(F)=CC(COC(c2ccccc2)(c2ccccc2)c2ccccc2)OC1n1cc(F)c(=O)[nH]c1=O (centres undefined)	i	7	2	-11	-5	-10	70*	-16	-2
CCOc1ccc(-n2cnnn2)cc1S(=O)(=O)NCc1ccccc1	i	-1	-2	6	-2	-13	-1	-6	4
O=C(/C=C/c1ccccc1Cl)Nc1cccnc1	i	8	-4	-1	-2	-3	-2	-3	16
COc1ccc(-n2cnc(N)c2C(=O)c2cccc([N+](=O)[O-])c2)cc1	i	0	2	-10	-14	-4	-8	10	0
CC(NC(=O)C(=O)NN=C1CCCCCC1)c1ccccc1 (centres undefined)	i	-16	-1	-2	-1	-14	2	18	-6
COc1ccc(N2CC(C(=O)Nc3nnc(SCc4cccnc4)s3)CC2=O)cc1 (centres undefined)	i	-1	-2	1	-6	-22	-1	-39	-19
O=C(c1cccs1)N1CCC(c2nc3ccccc3s2)CC1	i	0	-1	0	-2	-8	2	-10	32
O=C(NNS(=O)(=O)c1ccc([N+](=O)[O-])cc1)c1ccccc1	i	-18	0	-3	1	8	13	-6	8
CC(=O)Nc1ccc2c(c1)nc(CCN1CCN(C)CC1)n2C	i	-12	-5	6	-9	3	-9	-4	4
CC1CC(C)CN(CCCNC(=O)c2csc3c2CCCC3)C1 (centres undefined)	i	-2	3	6	-6	-7	-9	-1	-8
Cc1cccc(NCC(=O)N/N=C\c2c[nH]c3ccccc23)c1	i	-2	-1	2	-3	3	10	0	1
COCCn1c(SCC(N)=O)nc2c(c1=O)SC(C)C2 (centres undefined)	i	-8	2	2	-2	4	-6	18	9
O=C1Nc2c(Cl)cccc2C1=O	i	-8	0	2	0	0	-4	-5	3
CC(=O)c1ccc(OC(=O)c2ccc(-n3nc(C)cc3C)cc2)cc1	i	0	-3	0	-1	-10	0	23	3
O=C(O)C1C2C=CC(C2)C1C(=O)NCCc1ccccc1 (centres undefined)	i	-16	7	1	0	9	-5	-8	-3
COc1ccc(CNC(=O)CC2C[C@H](C(=O)N(C(C)C)C(C)C)[C@@]3(C)c4[nH]c5ccccc5c4CCN3C2=O)cc1OC (some centres undefined)	i	9	0	-3	1	-3	0	-5	21
COc1ccccc1N/C(=N/S(=O)(=O)c1ccc(C)cc1)c1ccc(Cl)cc1	i	-1	-3	-1	0	-3	32	-3	10
Cc1cccc(C)c1NC(=O)Cn1cnc2c(=O)n(C)c(=O)n(C)c21	i	-1	0	-1	-2	9	-11	0	-6
O=C(Nc1cccc(-n2cnnn2)c1)C1CCCN(C(=O)Cc2cccc(Cl)c2)C1 (centres undefined)	i	2	0	1	-3	-6	1	7	4
CCC(C)n1c(SCC(=O)NC2CCS(=O)(=O)C2)nc2ccccc2c1=O (centres undefined)	i	-3	4	1	3	-1	-7	5	11
Clc1ccc(C[n+]2cc(-c3ccccc3)n3c2CCC3)cc1	i	4	-3	-1	-4	7	-3	4	1

Marked active in MLLE-PAM2 inh, among the entries above:
| Structure | Neddyl block | eLon inh | Rin1 Abl inh | MT1-MMP act inh | MsrA act | CendR NRP1 mod | MLLE-PAM2 inh | SKN-1 block |
| --- | --- | --- | --- | --- | --- | --- | --- | --- |
| CC(C)(C)NC(=O)CN(C(=O)CCN1CCCc2ccccc21)C(C)(C)C | i | 9 | -2 | -24 | -1 | -9 | 54* | 40* |

(list continues)
SMILES	Neddyl block	eLon inh	Rin1 Abl inh	MT1-MMP act inh	MsrA act	CendR NRP1 mod	FAS TE block	MLLE-PAM2 inh	SKN-1 block
CN(CCc1ccccc1)C(=O)c1ccc(NC(=O)Cc2ccc(NC(=O)C3CCCN(C(=O)C4CCC4)C3)cc2)cc1 (centres undefined)	i	10	3	1	1	-6	-5	12	7
CCc1ccc(NS(=O)(=O)c2ccc3[nH]cc(C(=O)N4CCc5ccccc54)c(=O)c3c2)cc1	i	-14	-2	-1	-4	7	13	-9	1
O=C(/C=C/c1ccco1)NCCc1ccccc1	i	3	-2	-3	-10	6	1	5	-3
CC(C)c1cc(CNC(=O)C2CCC(=O)N(Cc3ccccc3F)C2)on1 (centres undefined)	i	-2	-4	3	-4	13	-6	-11	-2
CCCCNC(=O)c1nc(-c2cnc(C)cn2)oc1-c1ccc(Cl)cc1	x	x	x	-7	x	-4	x	x	0
CC(C)=NNC(=O)c1c(O)c2ccccc2[nH]c1=O	i	-11	-1	-3	1	3	2	-3	-2
Brc1ccc(-c2nnc(SCCC3OCCCO3)o2)cc1	i	0	-12	2	-7	-16	1	-6	-41
CC1(C)CC(CC(=O)O)(c2ccc(Cl)cc2)CCO1 (centres undefined)	i	2	-1	-1	2	5	-2	-11	-8
CC1(C)Cc2c(sc(NC(=O)c3ccc(S(=O)(=O)N4CCCCCC4)cc3)c2C#N)C(C)(C)N1	x	-6	4	0	-6	-2	-9	-12	-13
COc1ccc(/C=C(\NC(=O)c2ccccc2)C(=O)N/N=C/c2ccncc2)cc1	i	-3	-1	2	-5	-2	-9	10	-5
O=C(CSc1nc2c(c(=O)n1-c1ccccc1)SCC2)N1CCN(c2ccccc2)CC1	i	-7	0	3	-5	9	3	10	-4
O=C(c1ccccc1)c1ccc2c(c1)OCCOCCOCCOCCO2	i	-5	1	-1	-1	-2	-1	-2	0
O=C(COC(=O)CCC(=O)c1cccs1)Nc1ccc(S(=O)(=O)N2CCOCC2)cc1	i	-12	-1	5	1	3	-6	-29	23
Cc1cc2c(cc(C(=O)OC(C(=O)NCC3CCCO3)C(C)C)n2C)o1 (centres undefined)	i	-5	-1	0	-5	8	-6	6	0
COc1ccc(C)cc1NC(=O)NCCCCc1ccccc1	i	7	2	0	-2	-1	14	7	-25

Looked up above.
In SKN-1 block, `CC1(C)CC(CC(=O)O)(c2ccc(Cl)cc2)CCO1` (centres undefined) has the entry -8
In Rin1 Abl inh, `COc1ccc(/C=C(\NC(=O)c2ccccc2)C(=O)N/N=C/c2ccncc2)cc1` has the entry -1
In FAS TE block, `Cc1cc2c(cc(C(=O)OC(C(=O)NCC3CCCO3)C(C)C)n2C)o1` (centres undefined) has the entry -6
In Rin1 Abl inh, `CCc1ccc(NS(=O)(=O)c2ccc3[nH]cc(C(=O)N4CCc5ccccc54)c(=O)c3c2)cc1` has the entry -2
In MLLE-PAM2 inh, `O=C(CSc1nc2c(c(=O)n1-c1ccccc1)SCC2)N1CCN(c2ccccc2)CC1` has the entry 10
